GLD-1 TGE inh = GLD-1-TGE RNA interaction inhibition (C. elegans); purified GLD-1 + fluorescein TGE RNA, fluorescence polarization; inhibition, % at 5.96 µM; 320,000 compounds, 0.44% hits; AID 2280;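 active = percent inhibition above a per-plate cutoff, the plate mean of test compounds plus 3 SD, cut at about 30% in these data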;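 also: 0% = DMSO wells with GLD-1 and probe and 100% = wells lacking GLD-1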
Target sequence (Q17339 whole entry, looked up): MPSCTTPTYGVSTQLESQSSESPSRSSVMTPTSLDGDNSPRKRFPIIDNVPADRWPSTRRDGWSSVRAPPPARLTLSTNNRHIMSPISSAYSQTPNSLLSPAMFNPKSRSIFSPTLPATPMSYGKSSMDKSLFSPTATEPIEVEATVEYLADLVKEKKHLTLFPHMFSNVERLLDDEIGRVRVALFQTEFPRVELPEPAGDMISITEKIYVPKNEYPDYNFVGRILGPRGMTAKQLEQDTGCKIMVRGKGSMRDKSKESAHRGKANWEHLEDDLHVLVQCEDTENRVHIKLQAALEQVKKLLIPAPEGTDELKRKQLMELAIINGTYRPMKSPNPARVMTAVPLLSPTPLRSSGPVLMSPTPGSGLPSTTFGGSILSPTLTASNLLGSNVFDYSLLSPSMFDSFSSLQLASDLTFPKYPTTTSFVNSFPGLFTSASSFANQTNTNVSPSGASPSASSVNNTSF
MEX-5 binding = C. elegans MEX-5 TCR-2 RNA binding activity; activity score (negative = inhibition of binding), % at 10 µM; MEX-5/FITC-TCR2 RNA binding, fluorescence polarization; hits give low values; AID 1832; Q9XUB2; 300,000 compounds, 0.38% hits;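 active = inhibition past about -25% in most replicates, and total fluorescence under double the plate's negative control median, limit read from the data; inconclusive = replicates evenly split on the limit, or fluorescence at least double controls; inactive = too little inhibition in most replicates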;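 also: 0% = DMSO and -100% = 5 µM competing unlabeled TCR2 RNA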
VLA-4 inh = inhibition in a human VLA-4 binding assay; VLA-4 expressing cells, ligand binding flow cytometry; inhibition, % (about 7 µM as worked out from the volumes in the protocol); 330,000 compounds, 0.2% hits; in the data active = inhibition above about 50%
GRK2 aptamer HTS = blocks RNA aptamer binding to human GRK2. P25098. bead flow cytometry, FAM-aptamer displacement from GRK2. inhibition of aptamer binding, % at 10 µM. 330,000 compounds, 0.59% hits. AID 488847;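 active = inhibition of aptamer binding above 40%, roughly 3 SD of noise, on plates passing a quality check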;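 also: median bead fluorescence of bound FAM aptamer so fluorescent compounds give negative values; no value below 0 was filed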
MCL1-BIM inh = inhibitors of human MCL1 binding to BIM-BH3 peptide | GST-MCL1 / FITC-Bim-BH3 fluorescence polarization | inhibition, % at 10.9 µM | 320,000 compounds, 0.68% hits;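 active = inhibition above the mean inhibition of all tested compounds plus 3 SD, set per campaign, cut at about 40% in these data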;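 also: 0% = DMSO wells and 100% = unlabeled Bim-BH3 peptide control; higher means more loss of mP so more displacement of Bim peptide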
Fam108B counter = counter-screen for RBBP9 inhibitors: inhibitors of mouse Fam108B; 300,000 compounds, 0.33% hits; recombinant Fam108B, FP-Rh probe fluorescence polarization; inhibition, % at 9.51 µM;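 active = inhibition above the screen mean inhibition plus 3 SD, computed separately per campaign, cut at about 18% in these data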;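 also: inhibitors lower polarization as less probe binds the enzyme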
Efflux pump mplx = antifungal efflux pump inhibition, Nile Red retention; inhibition, % at 10 µM; AID 485275; 330,000 compounds, 0.44% hits; S. cerevisiae Candida pump triplex;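 active = plate passing quality check with inhibition over a set limit, or well fluorescence over plate mean plus 4 SD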;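 also: Nile Red retained in pooled yeast measured as flow cytometry median fluorescence; 0% = buffer negative control and 100% = Enniatin B positive control; higher means more Nile Red kept so more efflux inhibition; some compounds called inactive have numbers as strong as hits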
PME-1 inh = blocks human protein phosphatase methylesterase 1; AID 2130; Q9Y570; inhibition, % at 5.9 µM; recombinant PME-1, FP-Rh probe fluorescence polarization; 320,000 compounds, 0.53% hits;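 active = inhibition above the campaign mean of all compounds plus 3 SD, cut at about 26% in these data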;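 also: competitive labeling of PME-1 active site by serine hydrolase directed probe; 0% = PME-1 with DMSO and 100% = wells lacking PME-1 enzyme; inhibitors block probe labeling so polarization falls and inhibition rises; many of its hits are not listed in these tables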
Target sequence (Q9Y570 whole entry, looked up): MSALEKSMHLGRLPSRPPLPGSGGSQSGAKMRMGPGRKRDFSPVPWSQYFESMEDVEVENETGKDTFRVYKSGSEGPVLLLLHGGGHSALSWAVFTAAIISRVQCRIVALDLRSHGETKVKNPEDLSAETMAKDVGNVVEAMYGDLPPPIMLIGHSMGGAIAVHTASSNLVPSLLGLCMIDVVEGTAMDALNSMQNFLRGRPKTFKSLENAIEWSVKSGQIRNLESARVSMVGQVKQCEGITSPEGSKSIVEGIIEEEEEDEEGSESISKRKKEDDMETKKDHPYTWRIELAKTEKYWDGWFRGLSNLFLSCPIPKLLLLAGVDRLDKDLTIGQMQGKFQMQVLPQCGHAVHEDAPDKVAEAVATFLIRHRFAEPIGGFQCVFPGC
BCLXL inh = inhibitors of human Bcl-xL; GST-Bcl-xL / FITC-Bim BH3 peptide fluorescence polarization; inhibition, % at 10.9 µM; 320,000 compounds, 0.7% hits;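 active = inhibition above the mean of all tested compounds plus 3 SD, cutoff set per campaign, cut at about 30% in these data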;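 also: 0% = DMSO wells and 100% = unlabeled Bim-BH3 peptide competitor; inhibitors lower millipolarization by displacing the labeled peptide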
Target sequence (Q07817 whole entry, looked up): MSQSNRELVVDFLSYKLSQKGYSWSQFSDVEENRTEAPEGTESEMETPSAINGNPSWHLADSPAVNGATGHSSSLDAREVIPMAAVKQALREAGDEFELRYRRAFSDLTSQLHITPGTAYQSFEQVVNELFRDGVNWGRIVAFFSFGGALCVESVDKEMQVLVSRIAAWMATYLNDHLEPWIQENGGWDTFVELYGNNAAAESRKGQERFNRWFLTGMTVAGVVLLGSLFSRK
The depositor's hits bear a star; i = inactive; ? = inconclusive; / = no result given. The list is partial; rates above refer to the full screens.

SMILES	GLD-1 TGE inh	MEX-5 binding	VLA-4 inh	GRK2 aptamer HTS	MCL1-BIM inh	Fam108B counter	Efflux pump mplx	PME-1 inh	BCLXL inh
CCCCc1cc(=O)oc2cc(C)cc(OCC(=O)N3C[C@H]4C[C@@H](C3)c3cccc(=O)n3C4)c12	4	-0.4	33	1	1	7	-0.3	1	0
CO/N=C(/CNC(=O)c1ccc(Cl)cc1Cl)c1ccc(Cl)cc1	2	0.0	10	2	-4	-2	0.1	5	2
Cc1onc(-c2ccccc2Cl)c1C(=O)Nc1sc2c(c1C#N)CCC2	2	1.5	2	1	13	2	0.0	13	8
COc1cc(C2NC(=O)NC(c3ccccc3)=C2C(C)=O)c(Br)cc1OCC(N)=O (stereo not given)	-6	-2.4	11	0	-1	3	-0.1	0	1
Cc1cc(Cc2ccc([N+](=O)[O-])cc2)c(C)cn1	-3	0.9	-3	0	4	-1	0.0	-1	3
O=C(Oc1ccc(OC(=O)c2ccncc2)cc1)c1ccncc1	-5	-1.6	5	3	-1	4	-0.1	0	-1
Cc1ccc(-c2nc3ncccc3o2)cc1N	4	-2.0	7	0	3	-2	0.2	3	7
CCOC(=O)N/N=C/c1c(C)nn(-c2cccc(C(F)(F)F)c2)c1Cl	1	-0.4	0	1	13	14	-0.3	-3	4
COc1ccc(NC(=O)c2cc(-c3ccc(C)cc3)on2)cc1OC	5	3.1	14	0	11	-4	0.1	-3	6
CC1(c2ccc3noc(-c4ccccc4)c3c2)OCCO1	-5	-0.6	1	0	-3	-4	-0.1	-1	3
CCC(C)(C(=O)Nc1ccccc1C)N(C(=O)CNC(C)=O)c1ccccc1C (stereo not given)	0	0.9	8	1	-2	1	-0.1	11	-3
CCOC(=O)C(Cc1ccccc1)c1ccnc2nc(N)nn12 (stereo not given)	6	0.2	2	0	7	2	-0.1	10	5
O=C(C1CCN(S(=O)(=O)c2ccc3c(c2)OCCO3)CC1)N1CCc2ccccc21	4	-0.9	21	0	-3	-4	-0.1	-2	-1
Cc1nn(C(C)(C)C)c(OC(=O)CC(C)C)c1S(=O)(=O)c1ccccc1	3	-1.0	4	0	4	2	-0.1	6	3
COc1cc(C(=O)N(C)C2CCCN(Cc3ccccc3F)C2)cc(OC)c1OC (stereo not given)	2	1.5	2	1	5	-1	0.0	7	2
OCCOc1ccc(C2=NCCO2)cc1	1	-50*	1	0	7	-4	-0.1	2	-2
Cc1cc(=O)[nH]c(SCC(=O)N2CCC(C(N)=O)CC2)n1	6	1.5	13	3	12	-1	0.0	-3	0
COc1ccc(NC(=O)NS(=O)(=O)c2ccc(C)cc2)cc1OC	2	/	-1	3	/	/	0.4	/	/
COC(=O)C1SCC2C(=O)N(Cc3ccc(Cl)c(Cl)c3)CC(=O)N21 (stereo not given)	4	-0.3	7	1	1	1	0.1	1	1
O=C(CSc1nnc(CNC(=O)c2ccccc2F)o1)NCC1CCCO1 (stereo not given)	1	1.8	4	0	0	2	-0.1	2	-1
CC(OC(=O)c1cccnc1Cl)C(=O)NCc1ccccc1 (stereo not given)	-1	/	-26	2	1	/	0.1	4	4
CCCCC(=O)Nc1nnc(S(=O)(=O)N(C)Cc2ccco2)s1	6	-2.0	7	1	1	-3	0.0	3	8
CCn1c(=O)c(=O)[nH]c2cc(C(=O)N3CCN(c4ccccc4F)CC3)ccc21	2	-3.4	-24	2	8	-29	-0.1	-45	6
CSc1nsc2nc(=O)c(/C=C3\C=Nc4ccccc43)c(N)n12	-13	?	-3	2	-3	3	-0.3	16	6
CC(=O)Nc1sc(N)nc1-c1ccccc1	0	-0.6	2	3	-2	2	-0.1	0	2
CCOC(=O)C1CC2CC(C1)CN(C(=O)C1CCCCC1)C2 (stereo not given)	5	1.2	-10	2	-1	-4	0.0	-8	0
CCOC(=O)c1nc(NCc2ccccc2F)c2ccccc2n1	7	0.0	14	0	-2	-4	0.1	0	5
O=C(COC(=O)c1cc(Cl)ccc1O)NNC(=O)c1ccc([N+](=O)[O-])cc1	2	0.4	-2	2	-2	6	0.1	6	-4
CC(C)CCNC(=O)NC(=O)COC(=O)C1CCN(S(=O)(=O)c2ccccc2F)CC1	3	/	-11	0	-3	-5	0.0	3	-3
CN(C)CCOc1ccc(-c2c(-c3ccccc3)sc3ccccc23)cc1	7	/	70*	0	/	/	1.2	/	/
CNC(=O)COC(=O)c1ccc(Cl)c(S(=O)(=O)N2CCCC2)c1	8	0.6	-8	9	-6	3	-0.1	1	1
Cc1c(C(=O)Nc2nc3ccccc3[nH]2)oc2c(Cl)cccc12	4	1.9	22	0	10	-2	0.0	-22	4
Cc1ccc(NC(=O)CC2NCCNC2=O)cc1 (stereo not given)	4	-2.8	3	1	8	0	0.0	-2	7
O=C1CC(c2ccccc2)c2ccccc21 (stereo not given)	5	-2.9	-3	0	-1	5	-0.3	-1	2
N#Cc1c(/N=C/c2ccc(-c3ccc(C(=O)O)c(Cl)c3)o2)sc2c1CCCC2	3	/	-3	2	8	/	-0.2	5	6
CC(C)(C)c1cc2nc3c(c(=O)n2[nH]1)CN(Cc1ccccc1)C3=O	23	-1.8	11	0	4	-1	-0.1	-3	1
O=C(Nc1cccc(S(=O)(=O)N2CCCCC2)c1)c1ccc(S(=O)(=O)C(F)F)cc1	-2	0.1	14	0	-7	-2	0.1	-6	-5
CC(C)OC(=O)CSc1nc(N2CCOCC2)c2c(c1C#N)CC(C)(C)OC2	4	-3.0	22	3	2	2	0.0	-2	0
CC(OC(=O)C1CC=CCC1C(N)=O)C(Cl)=C(Cl)Cl (stereo not given)	4	-0.1	-7	0	14	0	0.0	-1	12
O=C(Cn1cnc2c(NC(=O)OCc3ccccc3)ncnc21)NCCN1CCOCC1	6	/	2	3	1	/	0.0	2	8
CN(C(=O)CSc1nc(-c2ccc(C(C)(C)C)cc2)c(C#N)c(=O)[nH]1)C1CCCCC1	-5	-2.4	13	0	7	-9	-0.1	-2	3
Cc1ccc(Cn2c(CCNc3nc(-c4ccc(Cl)c([N+](=O)[O-])c4)cs3)nc3cc(C(=O)NCCCO)ccc32)cc1	-4	0.2	17	0	-3	0	0.1	-2	4
O=C(c1ccco1)N1CCN(C(=O)c2cc(Cl)nc3ccccc23)CC1	7	-1.2	-6	0	2	1	0.0	1	1
COc1ccc(NS(=O)(=O)c2csc(C(=O)N3CCCC3)c2)c(OC)c1	-4	-1.6	12	2	-6	-2	0.1	-1	7
CC(CCc1ccccc1)NC(=O)/C=C/c1ccc(Cl)cc1 (stereo not given)	-2	-0.3	4	0	4	-9	0.3	-10	1
CCN(CC)CCNc1nc(-c2ccc(OC(F)F)cc2)c(C)s1	0	2.6	14	3	2	2	0.0	-7	5
CS(=O)(=O)N1CCN(c2ccccc2NC(=O)Cc2ccccc2)CC1	2	-0.8	12	0	1	1	0.0	2	0
COc1ccc(C2N(C(C)=O)CCCN2S(=O)(=O)c2ccc(C)cc2)cc1 (stereo not given)	5	-2.8	3	1	-4	0	0.0	-1	8
Cc1sc2nc[nH]c(=S)c2c1-c1ccccc1	3	1.4	-14	0	15	-5	0.0	6	14
O=C1NC2(CCCCCC2)C(=O)N1Cc1ccc(Br)cc1	5	0.3	-13	0	8	-2	0.3	9	-2

More entries:
SMILES	GLD-1 TGE inh	MEX-5 binding	VLA-4 inh	GRK2 aptamer HTS	MCL1-BIM inh	Fam108B counter	Efflux pump mplx	PME-1 inh	BCLXL inh
CCC(C)[C@H](NC(=O)NCc1ccccc1)C(=O)O (stereo not given in full)	1	-2.9	19	3	1	0	0.0	-3	3
CCN(CC(=O)NCc1ccc(F)cc1)S(=O)(=O)c1ccc(C)cc1	3	-0.5	2	1	0	-3	0.1	-6	2
O=C1c2ccccc2C(=O)N1CSc1nnc(Nc2ccccc2F)s1	-2	3.7	-3	0	-11	-3	0.1	0	-1
O=C(NCc1nc(-c2ccc(C(F)(F)F)cc2)no1)Nc1ccc(F)cc1F	0	3.7	-5	0	5	-2	-0.2	-3	6
CCOC(=O)Cc1csc(NC(=O)Cc2ccccc2)n1	2	1.4	-4	1	5	0	-0.1	-4	6
O=S(=O)(Nc1ccc(-c2cn3cccnc3n2)cc1)c1ccccc1	-4	-1.8	1	1	-5	3	-0.2	-4	0
COc1ccc2c(c1)c(=O)oc1c(C)c(OC(C)C(=O)N[C@@H](Cc3c[nH]c4ccc(O)cc34)C(=O)O)ccc12 (stereo not given in full)	7	-6.0	0	1	9	5	0.1	1	7
Cc1ccc2oc(C(=O)N(Cc3ccc(N(C)C)cc3)CC3CCCO3)c(C)c2c1 (stereo not given)	2	-0.7	-3	4	5	1	0.1	-4	3
Cn1c(=O)c2nnn(/N=C(\c3ccccc3)C3CC3)c2n(C)c1=O	0	-0.9	-1	0	-2	3	0.0	3	5
CCc1ccc(N2C(=O)/C(=C/c3cccs3)N(CC(=O)OC)C2=S)cc1	0	-5.5	-4	4	-1	-5	0.0	-1	2
C/C(CCC(C)C)=N\Nc1ccc(S(N)(=O)=O)cc1[N+](=O)[O-]	-1	-2.0	-2	4	2	5	0.0	6	0
Cc1noc(/C=C/c2ccc(-c3ccccc3Cl)o2)c1[N+](=O)[O-]	-60	1.6	i	0	-97	-30	0.3	-3	-59
CCOC(=O)Cc1csc(NC(=O)c2ccc(Cl)nc2)n1	-2	-0.5	-20	2	-3	-3	0.3	4	-3
O=C(O)c1cccc(NS(=O)(=O)/C=C/c2ccccc2)c1	3	2.3	8	6	3	0	0.0	3	6
CSc1ccccc1NC(=O)COc1ccc(Cl)cc1	4	0.4	-15	0	1	-3	-0.2	-12	2
Clc1ccccc1OCCCCN1CCNCC1	9	0.1	6	0	5	0	0.2	-1	1
CC(C)[C@H](NS(=O)(=O)c1ccccc1)C(=O)OCC(=O)NCc1ccc2c(c1)OCO2	5	/	-3	1	/	/	0.5	/	/
Cc1ccc(NS(=O)(=O)c2ccc3[nH]c(=O)oc3c2)cc1Cl	2	/	-14	1	0	/	-0.3	1	-1
Nc1nc2c(ncn2[C@H]2C[C@H](O)[C@@H](CO)O2)c(=O)[nH]1	-1	-0.4	20	1	4	3	0.0	2	3
CCCCC(=O)Nc1sc2c(c1C(=O)OCC)CCC(C=O)=C2Cl	1	/	i	3	32	5	-1.1	-9	8
C=CCN1C(=O)CSc2ccc(C(=O)OCC)cc21	12	-0.3	-3	0	-4	0	0.0	-4	-2
COCCCNC(=O)CN(c1cc(C(F)(F)F)ccc1Cl)S(C)(=O)=O	9	0.5	5	0	5	1	0.0	-4	1
O=C(/C=C/c1cccc([N+](=O)[O-])c1)N1CCN(C(=O)c2ccco2)CC1	-12	0.0	3	3	1	-4	0.3	7	-2
CCN(CC)c1ccc2cc(C=O)c(=O)oc2c1	-124	?	-48	0	-98	-3	0.6	-10	-43
Nc1ncc(-c2ccc([N+](=O)[O-])cc2)cn1	-2	-2.7	11	0	0	5	0.1	0	4
COc1ccc(NC(=O)CS(=O)CC(=O)Nc2cccnc2)cc1 (stereo not given)	4	2.6	-6	0	1	1	0.1	1	-1
O=C(NCCN1CCCC1)c1cc(-c2ccncc2)nc2ccc(S(=O)(=O)N3CCOCC3)cc12	4	-0.1	9	0	3	-2	-0.1	0	6
Cc1ccc(S(=O)(=O)NN2C(=O)/C(=C/c3cccc(F)c3)SC2=S)cc1	9	-2.8	9	1	12	4	0.0	1	10

Compound activity as filed in PubChem.
